TRPC4 block: inhibitors of mouse TRPC4 channel; Q9QUQ5; HEK293 TRPC4beta/mu-opioid, DAMGO-evoked Fluo4 calcium flux; active compounds read low; B-score at 10 µM; 300,000 tested, 0.39% active; AID 2247;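 active means B-score over 3 SD under the library average, no early fluorescence shift, positive overall ratio signal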
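test system = HEK293 cells with stable TRPC4beta plus mu-opioid receptor expression | detection = Fluo4 Ca2+ flux fluorescence | read-out = integrated fluorescence ratio relative to baseline, converted to per-well B score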
Dyrk1A ADPGlo: Dyrk1A (rat) kinase inhibition. Q63470. ADP-Glo luminescence, NFATc1 peptide. 310,000 tested, 0.43% active. inhibition, % at 12.5 µM. AID 504441; in the data active means inhibition above about 50%;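 further: plate controls were vehicle with enzyme for no effect and no enzyme for full effect; many of its hits are not listed in these tables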
KCNK9 inh: blocks the human KCNK9 two-pore domain potassium channel. B-score at 10 µM. HEK293 KCNK9, FluxOR thallium flux fluorescence; active compounds read low. 310,000 tested, 1.2% active;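 active means ratio B-score over 3 SD below the library mean, with starting fluorescence within 5 SD of its mean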;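 further: negative B-score means less thallium flux so channel inhibition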
Target sequence (Q9NPC2 whole entry, looked up, the tested form may be a part): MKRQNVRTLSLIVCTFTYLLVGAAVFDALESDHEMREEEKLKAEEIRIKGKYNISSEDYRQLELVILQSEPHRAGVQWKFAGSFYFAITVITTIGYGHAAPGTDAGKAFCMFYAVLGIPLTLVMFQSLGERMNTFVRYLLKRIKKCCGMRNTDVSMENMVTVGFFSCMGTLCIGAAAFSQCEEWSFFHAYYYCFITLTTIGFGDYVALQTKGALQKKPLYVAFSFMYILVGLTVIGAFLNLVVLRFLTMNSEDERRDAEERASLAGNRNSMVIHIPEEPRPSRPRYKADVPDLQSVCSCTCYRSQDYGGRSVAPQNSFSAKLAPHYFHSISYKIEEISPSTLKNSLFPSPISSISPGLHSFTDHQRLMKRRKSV
KCNQ1 pot: potentiators or activators of human KCNQ1 potassium channel; P51787; CHO-K1 KCNQ1, thallium flux FluxOR fluorescence; active compounds read high; B-score at 10 µM; 310,000 tested, 0.35% active; AID 2648;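 active means fluorescence ratio B-score, a plate-corrected score, at least three library SD, with initial intensity B-score within 5 SD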
Target sequence (P51787 whole entry, looked up): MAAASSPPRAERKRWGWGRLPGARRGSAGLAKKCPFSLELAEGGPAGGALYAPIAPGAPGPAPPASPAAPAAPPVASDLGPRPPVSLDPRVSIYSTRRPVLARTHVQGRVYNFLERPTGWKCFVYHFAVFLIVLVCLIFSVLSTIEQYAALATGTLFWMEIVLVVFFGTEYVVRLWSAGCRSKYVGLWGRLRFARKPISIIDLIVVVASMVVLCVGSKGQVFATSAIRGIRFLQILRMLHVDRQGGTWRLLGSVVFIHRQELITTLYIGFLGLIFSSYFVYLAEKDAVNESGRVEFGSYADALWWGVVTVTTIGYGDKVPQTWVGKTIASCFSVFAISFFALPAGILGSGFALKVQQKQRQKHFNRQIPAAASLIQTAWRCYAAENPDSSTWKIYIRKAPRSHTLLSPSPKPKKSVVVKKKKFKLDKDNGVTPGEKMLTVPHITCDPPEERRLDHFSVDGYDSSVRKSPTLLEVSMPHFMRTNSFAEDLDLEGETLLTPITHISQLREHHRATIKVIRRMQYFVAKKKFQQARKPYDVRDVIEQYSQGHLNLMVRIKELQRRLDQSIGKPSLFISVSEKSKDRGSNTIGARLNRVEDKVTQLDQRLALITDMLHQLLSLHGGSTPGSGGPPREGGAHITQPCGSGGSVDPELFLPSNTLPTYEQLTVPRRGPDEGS
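System: CHO-K1 cells stably expressing KCNQ1 / Medium: assay buffer for compound exposure, DMSO matched across wells / Reagent: thallium- and potassium-containing depolarizing buffer / Compound: one concentration, matched DMSO / Incubation: 20 min compound pretreatment at room temperature / Measured by: kinetic FluxOR fluorescence, 10 s baseline plus 110 s post-stimulus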
KCNK3 inh: human KCNK3 channel inhibition, primary screen; AID 602410; 340,000 tested, 0.84% active; CHO-KCNK3 thallium flux, FluxOR fluorescence; active compounds read low; O14649; B-score at 10 µM;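 active means B-score under library mean minus 4 SD, starting fluorescence ratio at most library mean plus 5 SD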;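 further: more negative B-score means stronger inhibition of thallium flux through KCNK3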
TRPC4 act: opens the mouse TRPC4 cation channel; 310,000 tested, 0.49% active; B-score at 10 µM; HEK293 TRPC4beta/mu-opioid, Fluo4 calcium fluorescence; active compounds read high; AID 2237;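 active means B-score above 5 SD of library B-scores, and initial fluorescence ratio not above library mean plus 5 SD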;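 further: positive B-score marks a calcium rise read as TRPC4 activation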
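Assay system: HEK293 stable line with TRPC4beta plus mu-opioid receptor. Times: dye 45 min RT, read 110 s. Measured by: kinetic Fluo4 calcium fluorescence. Measure: B score of integrated ratio. Controls: assay buffer as low control, maximal DAMGO as high control.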
Platelet DG rel: modulates dense granule release in human platelets | 300,000 tested, 0.22% active | AID 1663 | inhibition, %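 (compounds screened at 7.5 µM in platelet-rich plasma)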 | human platelet-rich plasma, SFLLRN dense granule ATP release, luminescence;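 active means mean replicate score, as percent of positive control, at or above 50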
PolyA inhibitor: blocks polyadenylation in yeast reporter cells; S. cerevisiae SKY197-pL101 polyadenylation reporter, beta-gal luminescence; efflux-impaired pdr1/pdr3 knockout yeast; score 100 = 6 SD above DMSO; calls only at 12 µM; 300,000 tested, 0.02% active; AID 1875;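 active means lowest replicate activity score at least 50, where 100 means six control SD above control mean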;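 further: yeast exposed to compound for 9 h at 30 °C; higher score means more reporter readthrough which indicates perturbed polyadenylation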
TRPC4 PAM: TRPC4 (mouse) allosteric potentiation. Q9QUQ5. HEK293 TRPC4beta/mu-opioid, DAMGO EC20, Fluo-4 Ca2+ flux; active compounds read high. B-score at 10 µM. 310,000 tested, 0.42% active;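 active means B-score of calcium response area above 5 SD of library B-scores, with initial fluorescence ratio within 5 SD of library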;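 further: B-score of integrated fluorescence ratio over time as area under calcium response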
hERG protect: shields human hERG channel from block by proarrhythmic agents | CHO-hERG, FluxOR thallium flux, dofetilide IC70 present | activation (rescue from dofetilide block), less the hit threshold, % at 10 µM | 310,000 tested, 0.51% active;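 active means activation above the mean of controls blocked by dofetilide plus 5 SD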;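 further: thallium influx through hERG after potassium depolarization seen as dye fluorescence rise; in these data hits start at about 4.7%; inactives centre near -7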
KCNQ1 inh: blocks the human KCNQ1 potassium channel; AID 2642; CHO-K1 KCNQ1, FluxOR thallium flux fluorescence; active compounds read high; P51787; 310,000 tested, 1.3% active; B-score at 10 µM;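 active means compounds whose thallium flux B-score, printed positive for inhibition, exceeds three library SD while starting fluorescence stays within three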;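 further: channel opened by potassium depolarization with thallium stimulus after 20 min compound exposure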
Active calls of the source: *; i = inactive; . = not tested or not shown. Some of the compounds tested. The share of hits here may be higher or lower than overall.

SMILES | TRPC4 block | Dyrk1A ADPGlo | KCNK9 inh | KCNQ1 pot | KCNK3 inh | TRPC4 act | Platelet DG rel | PolyA inhibitor | TRPC4 PAM | hERG protect | KCNQ1 inh
COC(=O)c1ccc(C2c3c(n[nH]c3C)C(=O)N2c2ccc(C)cc2)cc1 (stereo unspecified) | i | -4.4 | i | i | i | i | 3.5 | i | i | -7.3 | i
O=c1c2ccccc2ncn1-c1ccccc1C(F)(F)F | i | 8.7 | i | i | i | i | -1.5 | i | i | -7.7 | i
Cc1cccc(CCNC(=O)C2CCC(=O)N(Cc3ccccc3F)C2)n1 (stereo unspecified) | i | -0.8 | i | i | i | i | -8.8 | i | i | -6.7 | i
Fc1ccc2c(c1)C(c1cccnc1)=NNC(c1cccs1)=N2 | i | -0.4 | i | i | i | i | 4.3 | i | i | -2.8 | i
O=C(Nc1ncc(Cc2ccccc2Cl)s1)c1ccc(-c2cccc([N+](=O)[O-])c2)o1 | i | 30.6 | i | i | i | i | -7.7 | i | i | -8.2 | i
CCOC(=O)C1(C(F)(F)F)N=C(C(F)(F)F)Nc2cc(C)c(C)cc21 (stereo unspecified) | i | 5.2 | i | i | i | i | -4.1 | i | i | -12.2 | i
C=CCNC(=O)/C(=C/c1cccc([N+](=O)[O-])c1)NC(=O)c1ccccc1 | i | -2.4 | i | i | i | i | -4.3 | . | i | -7.5 | i
C/C(N)=C(/C#N)C(=O)CSc1nnc(NC(C)C)s1 | i | . | i | i | i | i | 5.0 | i | i | -3.5 | i
O=C(CN1CCCCC1)N1CCN(c2ccccc2)CC1 | i | 3.6 | i | i | i | i | 0.6 | i | i | -4.5 | i
CCc1cc(SC#N)cc(CC)c1NC(=O)CCl | i | -2.1 | i | i | i | i | 3.7 | . | i | -9.1 | i
CC(Sc1nnc(-c2ccccc2Br)o1)C(=O)N1CCOCC1 (stereo unspecified) | i | 0.3 | i | i | i | i | 2.6 | i | i | -8.7 | i
COc1cc(NC(=O)COC(=O)Cc2ccc(-c3ccccc3)cc2)cc(OC)c1 | i | 0.9 | i | i | i | i | -1.6 | i | i | -7.0 | i
O=[N+]([O-])c1cccc(-c2noc3c2-c2nc(Cc4cccc5ccccc45)sc2CC3)c1 | i | -0.9 | i | i | i | i | -5.3 | i | i | -9.4 | i
O=C(COc1ccc(Cl)cc1)NCCCNC(=O)c1ccncc1 | i | -4.9 | i | i | i | i | 7.1 | i | i | -3.9 | i
Cc1ccc(-c2ccc(=O)n(Cc3ccc(F)cc3)n2)cc1 | i | 39.9 | i | i | i | i | 4.6 | i | i | -3.9 | i
CCOC(=O)c1c(C)n(C)c2ccc(OCC(O)CN3CCCCCC3)cc12 (stereo unspecified) | i | 3.5 | i | i | i | i | 1.9 | i | i | -17.0 | i
CC(=O)n1cc([C@@H]2C=C(C(=O)N3CCOCC3)O[C@H](OCc3ccc(CO)cc3)C2)c2ccccc21 | i | -1.2 | i | i | i | i | 2.7 | i | i | -11.2 | i
Cc1ccc(-c2noc(CCC(=O)NCC3CCN(Cc4cccc(C)c4)CC3)n2)cc1 | i | -1.3 | i | i | i | i | 0.0 | i | i | -7.7 | i
COc1ccc(NC(=O)Cn2nnc(C(=O)NCCc3ccc(OC)c(OC)c3)c2N)c(OC)c1 | i | 1.0 | i | i | i | i | 2.9 | i | i | -6.3 | i
CCn1c(SCC(=O)N2CCCC(C)C2)nnc1-c1ccc(S(=O)(=O)N2CCN(C)CC2)cc1 (stereo unspecified) | i | 0.4 | i | i | i | i | 11.9 | i | i | -7.5 | i

Structures from the list above that contain a cyano group (2):
SMILES | TRPC4 block | Dyrk1A ADPGlo | KCNK9 inh | KCNQ1 pot | KCNK3 inh | TRPC4 act | Platelet DG rel | PolyA inhibitor | TRPC4 PAM | hERG protect | KCNQ1 inh
C/C(N)=C(/C#N)C(=O)CSc1nnc(NC(C)C)s1 | i | . | i | i | i | i | 5.0 | i | i | -3.5 | i
CCc1cc(SC#N)cc(CC)c1NC(=O)CCl | i | -2.1 | i | i | i | i | 3.7 | . | i | -9.1 | i

More entries follow.
SMILES | TRPC4 block | Dyrk1A ADPGlo | KCNK9 inh | KCNQ1 pot | KCNK3 inh | TRPC4 act | Platelet DG rel | PolyA inhibitor | TRPC4 PAM | hERG protect | KCNQ1 inh
CC(=O)Nc1ccc(CN2CCC(Oc3ccc(C(=O)N4CCCC4)cc3)CC2)cc1 | i | 4.3 | i | i | i | i | -7.9 | i | i | -3.8 | i
NCCCC[C@@H]1NC(=O)[C@H](CCC(=O)O)NC(=O)c2cc([N+](=O)[O-])cc(I)c2SC[C@@H](C(=O)NCC(N)=O)NC1=O | i | 6.5 | i | i | i | i | 5.2 | i | i | -6.2 | i
COc1ccccc1/C=C(/C(=O)OCC(=O)Nc1ccc(N(C)C)cc1)c1ccccc1 | i | 0.1 | i | i | i | i | -3.3 | i | i | -10.5 | i
COC(=O)C1=C(C)Nc2c(c(=O)n(C)c(=O)n2C)C1c1cccnc1 (stereo unspecified) | i | -2.4 | i | i | i | i | 17.0 | i | i | -4.5 | i
CC1C(Br)C(=O)NC(=O)N1Cc1ccccc1 (stereo unspecified) | i | 1.2 | i | i | i | i | -0.2 | i | i | -3.2 | i
NC(=O)C1CCN(c2ccc(C(F)(F)F)cn2)CC1 | i | . | i | i | i | i | -5.4 | i | i | -4.3 | i
O=C(CCC1CCCC1)N1CCN(C(=O)c2cccnc2)CC1 | i | 4.2 | i | i | i | i | 6.2 | i | i | -3.1 | i
O=C1CCC(=O)N1CCCCCc1nc(-c2ccccc2)no1 | i | 7.4 | i | i | i | i | -20.5 | . | i | -10.3 | i
COc1ccc(N(C)C(=O)c2cc3c(s2)-c2ccccc2S(=O)(=O)C3)cc1 | i | 20.9 | i | i | i | i | -0.5 | i | i | -14.3 | i
COCCn1c(N)c(N(Cc2ccccc2)C(=O)C2CCCCC2)c(=O)[nH]c1=O | i | 13.8 | i | i | i | i | -5.4 | i | i | -2.0 | i
O=C(/C=C/c1c(F)cccc1Cl)NCCCN1CCOCC1 | i | -1.8 | i | i | i | i | -2.4 | i | i | 0.5 | i
Nc1cc(N)nc(SCCc2ccccc2)n1 | i | -2.9 | i | i | i | i | -1.9 | i | i | -4.2 | i
O=C(CNC(=O)Cc1cccc2ccccc12)NCc1ccc(F)cc1 | i | -4.1 | i | i | i | i | 8.1 | i | i | -9.3 | i
COc1ccc(CCNC(=O)C2CCC(C(C)(C)C)CC2)cc1OC (stereo unspecified) | i | -3.0 | i | i | i | i | -4.1 | i | i | -8.4 | i
CCCCN(C(=O)c1ccc(C)cc1)c1c(N)n(CCC)c(=O)[nH]c1=O | i | 2.7 | i | i | i | i | 2.9 | i | i | -9.8 | i
COc1cccc(C(=O)c2c[nH]c(C(=O)NCc3cccnc3)c2)c1 | i | -5.8 | i | i | i | i | -15.3 | i | i | -3.3 | i
O=C(O)/C=C/C(=O)Nc1ccc(OC(F)(F)F)cc1Br | i | 10.2 | i | i | i | i | 14.5 | i | i | -6.8 | i
COC(=O)CN(c1ccccc1F)S(=O)(=O)c1ccccc1 | i | 3.5 | i | i | i | i | -3.4 | i | i | -12.4 | i
CCN(CC1COc2ccccc2O1)C(=S)NCCCN(C)C (stereo unspecified) | i | -6.6 | i | i | i | i | -2.1 | i | 12* | -12.3 | i
CCSc1nnc(NC(=O)c2cc(C)nc3ccccc23)s1 | i | -16.7 | i | i | i | i | -2.1 | i | i | -1.0 | i
COc1cccc(OC)c1OCCNC(C)(C)C | i | 12.3 | i | i | i | i | -3.6 | i | i | -3.2 | i
CC(C)(C)OC(=O)N1CCC[C@H]1c1nnc(SC/C=C/c2ccccc2)o1 | i | 2.0 | i | i | i | i | -6.7 | i | i | -14.8 | i
COc1ccc(NC(=O)CN(C)CC(=O)Nc2ccc(N3CCOCC3)cc2)c([N+](=O)[O-])c1 | i | -0.6 | i | i | i | i | 2.8 | i | i | -8.4 | i
COc1cc(C(C)=O)ccc1OCCN1CCC(Cc2ccccc2)CC1 | i | . | i | i | i | i | -7.0 | i | i | -14.8 | i
Cc1ccc(C(=O)C(C)OC(=O)Cc2c[nH]c3ccccc23)cc1 (stereo unspecified) | i | 13.8 | i | i | i | i | -5.1 | i | i | -8.4 | i
COc1ccc(C(=O)N2CCOC2CNC(=O)C(=O)NCCc2ccc(OC)c(OC)c2)cc1 (stereo unspecified) | i | 0.3 | i | i | i | i | -1.1 | i | i | -5.8 | i
O=C(CSc1nnc(SCc2ccccc2)s1)N/N=C/C=C/c1ccco1 | i | -1.1 | i | i | i | i | -2.5 | i | i | -4.9 | i
Cc1ccc2nc(-c3cccnc3)c(Nc3ccccc3C)n2c1 | i | -5.5 | i | i | i | i | 8.9 | i | i | -5.2 | i
COc1ccc(C2=NN(C(=O)CCC(=O)O)C(c3ccc([N+](=O)[O-])cc3)C2)cc1 (stereo unspecified) | i | -5.8 | i | i | i | i | 17.9 | i | i | -5.0 | i
CCn1c(SCC(=O)N2CCCc3ccccc32)nc2c1c(=O)n(C)c(=O)n2C | . | 2.0 | i | i | i | i | 2.2 | i | i | -12.3 | i
N/C(=N\OC(=O)c1cccc([N+](=O)[O-])c1)c1ccccn1 | i | 0.2 | i | i | i | i | -0.4 | i | i | -2.9 | i
O=C(Cc1cccs1)NC1CCCC1 | i | 0.9 | i | i | i | i | -2.7 | i | i | -8.0 | i
COc1ccccc1C(=O)Nc1nc2nc(-c3ccccc3)cc(=O)n2[nH]1 | i | 2.2 | i | i | i | i | 0.0 | i | i | -2.8 | i
S=c1[nH]nc(-c2ccc(Cl)cc2)n1/N=C/c1cccs1 | i | . | i | i | i | i | -1.0 | i | i | -4.1 | i
Cc1nnc(NC(=O)c2ccccc2NC(=O)c2ccccc2)s1 | i | 1.1 | i | i | i | i | 0.3 | i | i | -6.6 | i
CCOc1ccc(C2CC(c3ccccc3C)n3ncnc3N2)cc1 (stereo unspecified) | i | -7.5 | i | i | i | i | 2.5 | i | i | -5.2 | i
CCN(C(=O)COC(=O)c1cc(-c2cccc3ccccc23)nc2ccccc12)C1CCS(=O)(=O)C1 (stereo unspecified) | i | 0.2 | -7.13* | i | i | i | 3.4 | i | i | -7.4 | i
N#CCc1ccc(OC(=O)c2cnccc2C(F)(F)F)cc1 | i | 0.3 | i | i | i | i | 0.5 | i | i | -8.0 | i
